Compound activity as filed in PubChem.
APJ antag: APJ receptor antagonism | AID 2521 | CHO-K1 APJ beta-arrestin complementation, luminescence | inhibition, % at 20 µM | actives 0.32% (n = 330,000) | P35414;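 active means inhibition above about 40% at 20 µM, limit read from the data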;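 further: cells challenged with 10 nM apelin-13 agonist together with compound; plate controls were apelin-13 plus DMSO wells for no effect and DMSO wells lacking apelin-13 for full effect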
Mdm2 MdmX PPI: inhibitors of human Mdm2/MdmX interaction | O15151+Q00987 | SaOS-2 split-luciferase Mdm2/MdmX complementation, luminescence | inhibition, % at 8 µM | actives 3% (n = 330,000) | AID 485346;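 active means inhibition of at least 50% at 8 µM in the primary screen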
Target sequence (O15151 whole entry, looked up): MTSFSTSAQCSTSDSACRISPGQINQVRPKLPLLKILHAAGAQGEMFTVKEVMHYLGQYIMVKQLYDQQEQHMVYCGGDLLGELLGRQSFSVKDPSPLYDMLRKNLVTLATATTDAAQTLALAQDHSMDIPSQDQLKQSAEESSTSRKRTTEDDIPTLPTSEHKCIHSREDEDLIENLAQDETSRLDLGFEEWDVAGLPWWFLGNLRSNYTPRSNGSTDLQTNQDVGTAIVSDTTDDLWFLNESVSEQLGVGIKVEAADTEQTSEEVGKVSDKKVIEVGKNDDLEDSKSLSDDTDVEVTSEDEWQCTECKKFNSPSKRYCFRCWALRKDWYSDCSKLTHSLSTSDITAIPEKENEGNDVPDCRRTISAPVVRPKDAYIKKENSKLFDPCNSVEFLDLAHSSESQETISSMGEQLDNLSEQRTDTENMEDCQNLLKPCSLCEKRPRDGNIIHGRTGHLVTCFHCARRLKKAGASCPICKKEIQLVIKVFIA
Target sequence (Q00987 whole entry, looked up): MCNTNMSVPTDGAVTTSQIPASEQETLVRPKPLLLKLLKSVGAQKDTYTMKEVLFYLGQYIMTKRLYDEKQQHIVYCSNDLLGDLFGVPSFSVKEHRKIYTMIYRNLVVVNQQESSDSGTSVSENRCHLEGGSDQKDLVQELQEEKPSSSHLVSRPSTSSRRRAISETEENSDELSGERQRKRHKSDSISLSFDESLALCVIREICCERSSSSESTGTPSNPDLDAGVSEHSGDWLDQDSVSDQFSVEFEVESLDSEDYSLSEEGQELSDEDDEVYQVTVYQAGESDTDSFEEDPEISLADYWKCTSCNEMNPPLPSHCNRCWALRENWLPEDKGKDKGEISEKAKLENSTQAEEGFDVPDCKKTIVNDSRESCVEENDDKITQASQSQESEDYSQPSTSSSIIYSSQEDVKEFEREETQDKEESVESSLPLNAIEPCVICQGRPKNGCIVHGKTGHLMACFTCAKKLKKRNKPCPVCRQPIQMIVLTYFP
697 NFkB inh: lowers PMA/ionomycin-induced NF-kB signal in 697 B cells; 697 B-cell NF-kB luciferase reporter, 16 h; inhibition, % at 4 µM; actives 0.33% (n = 330,000); AID 435022; in the data active means inhibition above about 35%
tim23-1 inh: tim23-1 yeast growth inhibition; S. cerevisiae tim23-1 growth, BacTiter-Glo luminescence, 24 h; inhibition, % at 20 µM; actives 1.3% (n = 330,000); AID 463212;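 active means growth inhibition of the mutant yeast at or above 50%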;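 further: temperature-sensitive mutant grown at 25 °C; plate controls were DMSO-treated mutant yeast for no effect and medium wells lacking yeast for full effect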
UPR CHOP act: activators of apoptotic arm of unfolded protein response (CHOP); CHO-CHOP luciferase reporter, UPR activation, luminescence; percent of tunicamycin response over DMSO baseline; activation, % at 10 µM; actives 0.34% (n = 330,000);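 active means at 10 µM dose, activation of 40% or more, normalized to positive control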;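 further: 100% = tunicamycin at 10 µg/mL and 0% = DMSO alone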
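assay system = CHO CHOP reporter cells | amount = 500 CHO-CHOP cells per well | buffer or medium = F12 with 10% FBS | incubation = 16-18 h cell attachment, then 6 h compound exposure, 37 °C | detection = luminescence read with Steady-Glo | read-out = percent activation relative to tunicamycin control | controls = tunicamycin high control, DMSO low control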
APJ ag: APJ receptor agonism; CHO-K1 APJ PathHunter beta-arrestin, luminescence; 0% DMSO wells, 100% apelin; actives 0.11% (n = 330,000); P35414; activation, % at 20 µM;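 active means activation more than six SD over the plate average, tested at 20 µM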;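 further: 0% = DMSO alone and 100% = apelin-13 at 10 nM; some results filed as inactive read as strong as hits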
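Assay system: CHO-K1 APJ beta-arrestin complementation cell line / Compound: single test compound dose, 20 µM final, 1% DMSO / Times: overnight seeding, 90 min compound at 25 °C, 1 h detection / Technique: beta-gal luminescence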
Jurkat NFkB inh: inhibitors of the PMA/ionomycin-induced NF-kB reporter in Jurkat cells; actives 0.53% (n = 330,000); inhibition, % at 4 µM; PMA/ionomycin-induced NF-kB luciferase reporter, luminescence; AID 435003; in the data active means inhibition above about 50%
XBP1 UPR activ: adaptive UPR (XBP1) activation; AID 463104; CHO-XBP1 luciferase reporter, IRE1-XBP1 UPR activation, luminescence; percent of tunicamycin response, DMSO as zero; actives 0.33% (n = 330,000); activation, % at 20 µM;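 active means versus positive control, 20 µM dose yields 30% or more activation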;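 further: 100% = tunicamycin at 10 µg/mL and 0% = DMSO only wells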
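Material: CHO-XBP1 cells stably carrying IRE1-XBP1-driven luciferase reporter | Medium: F12 with 10% serum | Compound dosing: 20 µM single concentration, DMSO 1% | Incubation: Overnight seeding at 37 °C, 6 h compound treatment at 37 °C | Detection: Steady-Glo luminescence read | Read-out basis: % activation of reporter signal versus tunicamycin and DMSO controls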
* hit, by the source's call.

SMILES	APJ antag	Mdm2 MdmX PPI	697 NFkB inh	tim23-1 inh	UPR CHOP act	APJ ag	Jurkat NFkB inh	XBP1 UPR activ
CSc1nc(-c2ccc(C)cc2)nc(N)c1C#N	7	7	-31	9	0.9	-2	-11	1
COc1ccccc1C(=O)NCc1ccncc1	0	-14	9	-1	-0.6	-1	5	-2
COCCNC(=O)CN(C(=O)c1ccc(N2CCCC2)nc1)c1ccc(F)c(Cl)c1	-5	0	-7	8	-0.2	-2	6	-4
CC(C)(C)OC(=O)N1CCN(C(=O)c2[nH]cnc2C(=O)NCC(=O)OCc2ccccc2)CC1	-1	1	13	4	-0.9	-2	-2	-1
O=C(CN1CCOCC1)Nc1c2c(nc3c1CCC3)CCC2	-4	15	16	5	0.0	-4	-2	0
C#CC(CCN1CCCCC1)(OC)c1ccccc1 (stereo not drawn)	18	7	5	8	-1.0	-4	6	-3
O=C(CCNC(=O)Cn1ccc2ccccc2c1=O)NCCCN1CCOCC1	-26	-25	29	2	2.0	-3	10	0
Cc1c(Cl)cccc1NC(=S)Nn1cnnc1	0	-4	12	12	-0.6	-2	-1	1
CN(C)c1ccc(C#Cc2ccc3cc(CCO)oc(=O)c3c2)cc1	-1	-83	-116	-14	9.0	-1	-78	14
Cc1ccc(-n2nc(C)c3c2OC(N)=C(C#N)C3c2ccncc2)cc1 (stereo not drawn)	0	21	7	12	16	-3	10	0
COc1ccc(/C=C2\SC(=S)N(CCCC(=O)Nc3cc(C)on3)C2=O)cc1OC	6	26	3	0	0.6	0	-13	42*
OCCN(Cc1ccccc1)CC1CC2C=CC1C2 (stereo not drawn)	1	1	20	2	-1.1	-3	4	-3
Cc1csc(NC(=O)c2ccc(C)c([N+](=O)[O-])c2)n1	17	-156	-311	6	-0.7	1	-146	-5
COc1ccc(OC2C(=O)N(CCc3ccc(OC)c(OC)c3)C2c2ccc3c(c2)OCO3)cc1 (stereo not drawn)	11	8	-7	19	1.0	-4	12	-1
CC(C)Nc1nc2cccnc2s1	13	11	17	-4	-1.5	1	5	2
O=C(Cn1cnc([N+](=O)[O-])c1)NC1CCCC1	-19	-5	-3	11	-1.0	1	-14	4
Cc1csc(-c2cccnc2)n1	10	22	-12	18	0.0	-2	-2	-3
Cc1ccc(-c2onc(C)c2C)cc1S(=O)(=O)N1CC(C)Oc2ccccc21 (stereo not drawn)	4	20	-17	24	0.3	-2	0	-4
Cc1nnc(NC(=O)CCC(=O)NCc2cccs2)s1	-8	6	-17	1	0.1	2	5	3
CCN(CC)CC#CCC(O)(c1ccccc1)c1ccc(Br)cc1 (stereo not drawn)	17	32	-1	6	1.1	-2	2	-2
CCOc1ccc(OCCNCc2ccc(OC(C)C(=O)N(C)C)c(OCC)c2)cc1 (stereo not drawn)	16	3	-14	-4	9.4	-3	-12	3
COc1ccc(Cl)cc1NC(=O)Cn1c(C)csc1=O	0	6	13	6	4.2	-6	5	-1
COc1cc2c(cc1OC)C(c1cccc([N+](=O)[O-])c1)NC(=O)C2 (stereo not drawn)	0	-9	-16	1	0.8	0	-11	4
CC[C@@H](C)[C@H](NC(=O)Cc1c(C)c2c(cc(C)c3c(C)c(C)oc32)oc1=O)C(=O)O	-1	6	5	17	0.2	-4	-2	0
CCOc1cc(C2NC(=O)NC(C)=C2C(=O)NCc2ccccc2)c(Cl)cc1O (stereo not drawn)	-2	14	15	-1	-0.9	-5	2	-2
Cc1nc(NC(=O)c2oc3ccccc3c2C)sc1C(=O)N(C)C	-15	-32	-44	24	3.6	-1	-41	2
COc1ccc(/C=N/NS(=O)(=O)c2ccccc2)cc1OC	4	6	-6	-2	3.4	0	0	-2
COc1cc(OC)nc(NC(=O)CN2CCN(c3ccc(F)cc3)CC2)n1	20	15	7	29	-0.6	-3	5	-2
CC(=O)c1sc(NCc2ccccc2)nc1C	-3	-6	-29	2	2.8	0	-29	4
O=C(CCNC(=O)c1ccc(Cl)cc1)NC1CCCc2ccccc21 (stereo not drawn)	14	83*	-124	11	1.6	-3	-6	-1

Given with bars between the fields: entries from further up.
mol | APJ antag | Mdm2 MdmX PPI | 697 NFkB inh | tim23-1 inh | UPR CHOP act | APJ ag | Jurkat NFkB inh | XBP1 UPR activ
COc1ccc(Cl)cc1NC(=O)Cn1c(C)csc1=O | 0 | 6 | 13 | 6 | 4.2 | -6 | 5 | -1
COc1cc2c(cc1OC)C(c1cccc([N+](=O)[O-])c1)NC(=O)C2 (stereo not drawn) | 0 | -9 | -16 | 1 | 0.8 | 0 | -11 | 4
CC[C@@H](C)[C@H](NC(=O)Cc1c(C)c2c(cc(C)c3c(C)c(C)oc32)oc1=O)C(=O)O | -1 | 6 | 5 | 17 | 0.2 | -4 | -2 | 0
CCOc1cc(C2NC(=O)NC(C)=C2C(=O)NCc2ccccc2)c(Cl)cc1O (stereo not drawn) | -2 | 14 | 15 | -1 | -0.9 | -5 | 2 | -2

New compounds follow
SMILES	APJ antag	Mdm2 MdmX PPI	697 NFkB inh	tim23-1 inh	UPR CHOP act	APJ ag	Jurkat NFkB inh	XBP1 UPR activ
CCOC(=O)c1oc2ccc(S(=O)(=O)n3nc(-c4cc(OC)c(OC)c(OC)c4)cc3N)cc2c1C	0	24	17	17	3.5	-2	14	6
COc1ccc(NC(=O)CN2C(=O)C(C)SC(C)C2=O)cc1 (stereo not drawn)	-11	-8	4	12	1.8	-3	0	1
COc1ccccc1C1NC(=O)CS1 (stereo not drawn)	-7	14	14	14	-3.2	-1	-4	-1
CCCN(CCC)CCCNC(=S)Nc1ccc2nc(N3CCN(C)CC3)cc(C)c2c1	1	38	12	-14	2.9	1	-12	-1
Cc1ccc(S(=O)(=O)N=C2SCCCS2)cc1	17	10	7	14	1.5	-7	2	9
COc1ccccc1NS(=O)(=O)c1cccc(C(=O)OCC(=O)Nc2cc(C)on2)c1	1	4	-7	22	0.0	-4	-6	-1
O=C(Nc1cccc(-c2cccc(F)c2)c1)C1CCN(CC2CCOC2)CC1 (stereo not drawn)	-2	5	3	13	1.0	-4	-13	-1
N#Cc1ccccc1N1CCN(C(=O)c2ccc(NC(=O)c3ccc(Br)o3)cc2)CC1	-60	0	-2	28	0.5	-4	5	-2
Cc1ccc(C(=O)N/N=C/C2=Cc3ccccc3OC2C)cc1 (stereo not drawn)	-1	-4	-27	38	4.3	-2	-12	0
COc1ccccc1N(CC(O)COc1ccccc1)S(=O)(=O)c1ccccc1 (stereo not drawn)	1	3	-1	21	0.2	-4	-8	-2

Results in XBP1 UPR activ, for some of the entries so far:
SMILES,XBP1 UPR activ
COc1ccccc1C1NC(=O)CS1 (stereo not drawn),-1
CCCN(CCC)CCCNC(=S)Nc1ccc2nc(N3CCN(C)CC3)cc(C)c2c1,-1
Cc1ccc(S(=O)(=O)N=C2SCCCS2)cc1,9
COc1ccccc1NS(=O)(=O)c1cccc(C(=O)OCC(=O)Nc2cc(C)on2)c1,-1
O=C(Nc1cccc(-c2cccc(F)c2)c1)C1CCN(CC2CCOC2)CC1 (stereo not drawn),-1

(list continues)
SMILES	APJ antag	Mdm2 MdmX PPI	697 NFkB inh	tim23-1 inh	UPR CHOP act	APJ ag	Jurkat NFkB inh	XBP1 UPR activ
C(=N\N(c1ccccc1)c1ccccc1)/c1ccccn1	-9	-9	7	7	0.2	1	-11	-1
Cc1ccc(/C=N/NC(=O)CCCOc2ccc(Cl)cc2Cl)cc1	0	44	-1	11	-0.2	-4	43	-1
O=Cc1c(Nc2cccc(C(F)(F)F)c2)nc2ccccn2c1=O	-22	23	-16	-10	4.7	-4	-7	4
CCOC(=O)CNC(=O)CSc1nc(NCc2ccccc2)nc(N(C)C)n1	0	-8	8	17	0.3	4	-16	-3
COc1ccc(C)cc1NC(=O)CO/N=C(\N)CC(=O)NC1CCCCC1	-2	15	7	-1	0.0	-1	-8	0
O=C(COc1ccc(F)cc1)Nc1nnc(S(=O)(=O)N2CCCC2)s1	5	12	14	-8	1.5	-1	-3	0
Cc1ccc(NS(=O)(=O)c2cc(C(=O)N3CCN(C)CC3)ccc2C)cc1	12	27	8	-2	0.9	-3	3	1
CC(C)NC(=O)c1ccc(COc2cc(Cl)ccc2Cl)o1	4	17	19	26	-1.0	0	14	0
COc1ccc(NC(=O)N(C)C[C@H]2Oc3ccc(NC(=O)Nc4c(C)noc4C)cc3C(=O)N([C@H](C)CO)C[C@H]2C)cc1	-2	10	13	4	0.6	-2	1	-4
Cc1ccc(C(=O)Nc2ccc(NC(=O)c3cccs3)cc2)cc1[N+](=O)[O-]	24	87*	0	-18	1.8	-6	3	0
CCN1CCN(S(=O)(=O)CC2(C)C3CCC2(C)C(=O)C3Br)CC1 (stereo not drawn)	1	-27	-6	10	0.3	0	2	-1
Cc1ccccc1NS(=O)(=O)c1cc(C(=O)Nc2cccnc2)ccc1C	-1	20	-18	13	-1.4	-1	-3	-3
COc1ccc(NC(=O)c2c(NC(=O)CNCc3ccco3)sc3c2CCC3)c(OC)c1	17	-1	-29	27	0.7	-3	-12	-3
COCCNC(=O)C(c1ccc(F)cc1)N(Cc1ccco1)C(=O)CCC(=O)Nc1ccccn1 (stereo not drawn)	15	-16	-1	4	-0.6	-2	-2	-2
COCc1cc(C)n(CC(=O)Nc2ccccc2OC)c(=O)c1C#N	17	25	3	8	8.3	5	9	1
COc1ccc(C(=O)NCc2nnc(SCC(=O)Nc3nc4ccccc4s3)o2)cc1	-10	11	18	0	1.9	-2	-7	3
O=C(NC(=S)Nc1ccccc1Cl)c1csnn1	8	20	-46	31	2.7	-5	11	2
CC/C(=N\O)c1ccc(O)c(OC)c1	13	6	-10	-7	-2.0	1	-6	0
Cc1nc(CSc2nnc(N)s2)cs1	-8	-21	-4	-8	0.0	0	5	-1
O=C(O)C1CCCN(S(=O)(=O)c2ccccc2)C1 (stereo not drawn)	13	13	0	7	1.2	-2	-7	-3
Nc1nonc1-n1nnc(C(=O)N/N=C/c2cccc(Cl)c2)c1-c1ccc2c(c1)OCO2	38	3	12	-6	2.4	-3	5	-3
Cc1ccc2c(CN(C)Cc3ccccc3)cc(=O)oc2c1C	-9	22	-210	22	7.4	-2	-20	2
CC(=O)CCn1c(=O)n(CCC(C)=O)c(=O)n(CCC(C)=O)c1=O	18	-25	-13	4	1.0	0	3	-2
Cc1ccnc(NC(=O)c2ccoc2C)c1	8	-10	2	17	3.0	-3	-17	1
O=C(Nc1ccc(F)cc1)C1CCN(S(=O)(=O)c2cccc3nonc23)CC1	3	-8	10	-4	-0.1	2	7	2
CCCCCOc1ccc(NC(=O)CSc2cccc3cccnc23)cc1	5	30	-6	8	8.8	-2	5	13
COc1ccc(/C=N/NC(=O)CCc2c(C)n[nH]c2C)cc1OC	-5	16	6	-13	1.4	0	-3	1
Cc1ccccc1OCC(=O)N/N=C/c1ccc2c(c1)OCCO2	1	24	9	27	2.8	-4	-1	2
Cn1cc(CN2CCC(C(=O)N3CCCCC3)CC2)c(-c2ccccc2F)n1	-2	2	10	0	-0.8	-1	14	-1
CCc1c(C)nc(N2CCOCC2)[nH]c1=O	-16	-13	0	13	-2.2	-4	-4	-1
CCOC(=O)CSC1=C(C#N)C(c2sccc2C)C(C(C)=O)=C(C)N1 (stereo not drawn)	17	-4	9	34	1.2	-3	19	0
Cn1c(N)c(N2CCCCC2)c(=O)n(CC(=O)Nc2ccc(Cl)c(Cl)c2)c1=O	0	21	24	-13	-1.5	-1	12	-1
Cc1ncoc1C(=O)N1CCc2c([nH]c3ccccc23)C1C(C)(C)C (stereo not drawn)	10	-8	15	13	0.0	-3	9	-2
CC(=O)NC(=S)Nc1cccc2ccc(C)nc12	1	5	-16	-2	0.3	-4	3	6
O=C(NCC1CCCO1)NC12CC3CC(CC(C3)C1)C2 (stereo not drawn)	2	4	-10	25	0.0	1	-15	0
COc1cc2c(cc1OC)CN(C1CCC(C)CC1)CC2 (stereo not drawn)	-6	-45	-11	3	0.2	1	2	-2
